Rin1 Abl inh = inhibitors of Rin1-Abl protein binding, primary screen, biochemical, TR-FRET. Tyrosine-protein kinase ABL1 (Homo sapiens) + Ras and Rab interactor 1 (Homo sapiens), …. inhibition, % at 7.35 µM. actives 0.4% (n = 360,000); in the data active = inhibition above about 5%, passing the limit was not always enough
MsrA inh = bovine MsrA enzyme inhibitors, primary screen, biochemical, absorbance, HTS; inhibition, % at 15.5 µM; purified bovine MsrA, absorbance read-out; Methionine sulfoxide reductase A (Bos taurus); actives 0.75% (n = 360,000); AID 651718, 2012; in the data active = inhibition above about 4.5%;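 note: 0% = vehicle wells with enzyme and 100% = reference inhibitor wells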
MsrA act = bovine MsrA enzyme activators, primary screen, biochemical, absorbance, HTS; activation, % at 10.6 µM; Methionine sulfoxide reductase A (Bos taurus); AID 602163, 2012; purified bovine MsrA, absorbance read-out; actives 0.3% (n = 360,000); in the data active = activation above about 7.5%;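 note: 0% = vehicle and 100% = reference activator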
MLLE-PAM2 inh = inhibitors of PABP1 MLLE–PAM2 peptide binding, primary screen, biochemical, fluorescence polarization, FITC-PAM2, GST-MLLE; actives 0.36% (n = 360,000); Polyadenylate-binding protein 1 (Homo sapiens), P11940; inhibition, % at 20 µM; in the data active = inhibition above about 35%, passing the limit was not always enough;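 note: plate controls were DMSO wells with GST-MLLE for no effect and wells lacking GST-MLLE protein for full effect; some results filed as inactive read as strong as hits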
Target sequence (P11940 whole entry, looked up): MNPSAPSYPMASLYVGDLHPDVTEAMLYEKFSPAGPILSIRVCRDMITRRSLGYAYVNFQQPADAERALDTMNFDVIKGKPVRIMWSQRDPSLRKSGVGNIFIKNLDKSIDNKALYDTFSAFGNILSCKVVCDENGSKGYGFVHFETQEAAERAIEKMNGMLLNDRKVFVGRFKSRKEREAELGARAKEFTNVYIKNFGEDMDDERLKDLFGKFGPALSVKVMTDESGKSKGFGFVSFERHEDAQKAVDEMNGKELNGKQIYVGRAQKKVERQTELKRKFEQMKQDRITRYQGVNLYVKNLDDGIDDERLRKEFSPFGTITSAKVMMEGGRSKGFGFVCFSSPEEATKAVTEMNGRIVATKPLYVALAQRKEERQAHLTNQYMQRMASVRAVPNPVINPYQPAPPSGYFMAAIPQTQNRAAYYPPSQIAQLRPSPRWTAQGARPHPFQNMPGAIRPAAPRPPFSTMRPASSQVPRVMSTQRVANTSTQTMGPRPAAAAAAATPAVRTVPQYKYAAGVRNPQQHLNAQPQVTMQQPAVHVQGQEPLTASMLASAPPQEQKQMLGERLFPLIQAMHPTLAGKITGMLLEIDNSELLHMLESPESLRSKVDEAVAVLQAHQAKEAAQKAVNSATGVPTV
FAS-TE inh = FAS thioesterase domain inhibitors, primary screen, biochemical, fluorescence intensity, uHTS. recombinant FAS-TE, OMFH fluorogenic substrate, fluorescence endpoint. inhibition, % at 15 µM. actives 0.67% (n = 360,000);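 active = compounds whose normalised, plate-corrected inhibition of enzyme fluorescence in the single-dose primary screen is 50% or more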;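 note: 0% = DMSO with enzyme and 100% = substrate without enzyme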
CSN inh = inhibitors of CSN-mediated cullin deneddylation, primary screen, biochemical, fluorescence polarization, uHTS. COP9 signalosome complex subunit 5 (Homo sapiens), Q92905. Purified CSN, SCF-Nedd8-OG deneddylation. inhibition, % at 12.5 µM. actives 0.38% (n = 360,000). AID 651999, 2013;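 active = pattern-corrected inhibition above about 35%, with an unprinted fluorescence ratio check between 0.5 and 1.5, limit read from the data, passing the limit was not always enough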;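 note: 0% = enzyme with substrate and 100% = substrate without enzyme; some results filed as inactive read as strong as hits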
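Detection – fluorescence polarization · System – HEK293T-derived human Csn5 enzyme · Controls – substrate-only high control, full reaction low control · Timing – 90 min, room temperature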
E coli Lon inh = inhibitors of E. coli Lon protease, primary screen, biochemical, fluorescence polarization. inhibition, % at 7.94 µM. purified E. coli Lon protease. actives 0.42% (n = 360,000). AID 602123, 2011. P0A9M0; in the data active = inhibition above about 13%, passing the limit was not always enough;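 note: 0% = enzyme with probe and DMSO and 100% = no enzyme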
Rpn11 block = Rpn11 (PSMD14) deubiquitinase inhibitors, primary screen, biochemical, fluorescence polarization, uHTS | 26S proteasome non-ATPase regulatory subunit 14 (Homo sapiens), O00487 | human 26S proteasome, Ub4-pepOG fluorescence polarization; 20S core pre-blocked with epoxomicin | calls only at 20 µM | actives 0.59% (n = 360,000);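 active = inhibition at 20 µM, scaled to each plate's controls, above about 33%, limit read from the data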
MT1-MMP act inh = blockers of MT1-MMP proenzyme processing, primary screen, HT1080 RFP-PRO-GFP cells, GFP/RFP fluorescence | Matrix metalloproteinase-14 (Homo sapiens), P50281 | GFP/RFP ratio fluorescence, overnight; percent of plate control window, DMSO zero | GFP/RFP ratio change, % at 20 µM | actives 0.061% (n = 360,000);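 active = GFP/RFP ratio change of at least 30% with cell ATP level not reduced by more than half and red fluorescence within 50% of control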; note: strong numbers were not always called active
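Assay system: RFP-PRO-GFP reporter HT1080 cells; read-out basis: GFP/RFP fluorescence ratio; benchmarks: DMSO wells and RFP-L50D-GFP cells; doses: 20 µM single dose, 1% DMSO; schedule: overnight cell settling, then overnight compound exposure, 37 °C, 5% CO2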
An asterisk follows results filed as active; i = inactive; · = no result given. An unsorted share of the library. Share with any hit: about 3.7%.

SMILES	Rin1 Abl inh	MsrA inh	MsrA act	MLLE-PAM2 inh	FAS-TE inh	CSN inh	E coli Lon inh	Rpn11 block	MT1-MMP act inh
CC(C)(C)c1ccc(/C=N/N2CCN(c3ccccn3)CC2)cc1	0	-1.8	2	-6	11	-1	-10	i	1
COc1ccc(OC)c(NC(=O)CN2C(=O)C(=O)N(Cc3ccccc3)C2=O)c1	0	2.1	-2	-2	-7	6	-3	i	4
CC1(C)C(C#N)=C(N)OC2=C1C(=O)CCC2	5	1.4	-1	-1	0	3	-8	i	-1
CC(C)NC[C@H](O)COc1ccc(CC(N)=O)cc1	-2	-0.7	-1	-1	-3	-2	·	i	-6
CCn1c(N)c(C(=O)NCCCOC)sc1=S	-3	2.1	-2	21	-2	1	0	i	1
COc1ccc(CN2C(=O)c3ccccc3C2c2nnnn2-c2ccc3c(c2)OCCO3)cc1 (configuration not stated)	·	0.5	-11	·	6	1	-2	·	3
O=C(Nc1ccc(N2CCOCC2)cc1)C1CCCCC1	-1	-0.6	-1	-2	-4	7	-6	i	2
COc1cc(NC(=S)NCCC(c2ccccc2)c2ccccc2)cc(OC)c1	-3	0.1	-3	-30	26	3	3	i	2
CCOCCCNS(=O)(=O)c1ccc(NC(=O)C2CC(=O)N(c3ccc(C)cc3)C2)cc1 (configuration not stated)	-1	-0.1	-1	-2	-1	-2	0	i	12
CSc1c(-c2ccccn2)c(N)nn1C(=O)C1CCC1	-4	-0.5	0	6	11	1	-10	i	-1
CC(=O)Nc1ccc(CN(C)c2c(C)nc3ccc(C(=O)Nc4ccc(Cl)c(Cl)c4)cn23)cc1	2	0.5	-1	-6	10	-2	-3	i	9
COc1cccc(OCc2cc(C(=O)NC(C)c3cnn(C)c3C)no2)c1 (configuration not stated)	-6	0.1	-1	2	-7	3	-3	i	1
c1ccc(-c2noc(CN3CCOCC3)n2)cc1	3	2.1	-4	5	-9	-21	4	i	3
Cc1ccc2[nH]c3c(c2c1)CCCC3NC(=O)CCl (configuration not stated)	1	·	-2	-2	9	-1	10	i	-7
O=S(=O)(NCCN1CCCC1)c1ccc(Br)cc1	1	-1.0	-2	1	-4	-1	-11	i	-2
O=C(Cn1cnc2ccccc2c1=O)NCC1COc2ccccc2O1 (configuration not stated)	-4	0.9	-1	3	-8	1	5	i	-1
COc1ccc(N(C(C)C(=O)N/N=C/c2ccc(OC)c(OC)c2)S(C)(=O)=O)cc1 (configuration not stated)	0	2.5	-4	2	-1	5	0	i	-2
CCc1nc(SCC(=O)c2cc(C)ccc2C)n[nH]1	2	-0.1	-7	19	-6	0	8	i	7
COc1ccc(-c2cc(C(F)(F)F)nc(S(=O)(=O)CCCC(=O)Nc3cccnc3Cl)n2)cc1OC	-1	1.4	-4	12	9	0	4	i	-5
OC(COC(c1ccc(Cl)cc1)c1ccc(Cl)cc1)CN1CCc2ccccc2C1 (configuration not stated)	2	-1.1	2	-11	34	6	0	i	-9
COCCN1C2=C(C(=O)CC(C)(C)C2)C(c2ccc(O)c(OC)c2)C2=C1CC(C)(C)CC2=O	-3	0.5	1	4	-2	2	3	i	-1
COc1ccc(S(=O)(=O)CCc2nnc(NC(C)=O)s2)cc1	1	-0.1	-3	1	-5	-3	-8	i	3
O=C(O)c1ccc(N/N=C/c2ccc3c(c2)OCO3)cc1	0	3.5	-8	15	-2	-5	1	i	-2
Cc1ccc2nc3sc(C(=O)N4CCCc5ccccc54)c(N)c3cc2c1	-5	0.0	-4	-60	-4	0	-57	·	-200
COc1ccc(/C=N/N=C/c2ccc(OC)c(OC)c2)cc1OC	-4	2.0	3	-2	-4	0	-11	i	-3
Cc1cc(Br)ccc1NC(=O)CN(C)C(=O)CN1C(=O)NC2(CCCC2)C1=O	-2	-0.4	-1	-56	-4	-8	-8	i	11
CCN(Cc1ccc(NC(C)=O)cc1)CC1CCCN(CCc2cccc(OC)c2)C1 (configuration not stated)	-4	-0.3	-5	-8	-1	0	4	i	6
CC(=O)c1ccc(Sc2ccc(C(C)=O)cc2)cc1	-1	1.0	-8	17	-3	-15	-5	i	4
COCCC(=O)N1CCCC(C(=O)c2ccc3c4c(cccc24)CC3)C1 (configuration not stated)	-4	-1.2	-3	7	-8	4	-4	i	-10
CCOC(=O)c1cc(-c2ccc(C)cc2)n(CCC(=O)NCCCOC)c1C	3	2.2	-1	-5	-3	-4	-2	i	-3
Nc1ccccc1N1C(=O)c2cccc3cccc(c23)C1=O	2	2.1	-3	5	-7	-1	9	i	-6
Cc1ccnc(NC(=O)c2cccc(NC(=O)c3ccc(Cl)c(Cl)c3)c2)c1	-1	-0.2	-2	-7	26	0	-2	i	2
CN(CC(=O)Nc1nc2ccc(F)cc2s1)S(=O)(=O)c1ccc(Cl)cc1	0	-1.9	-9	8	24	-2	-10	i	-2
CCOC(CCc1c(C)nc(NC(C)=O)[nH]c1=O)OCC	-2	0.3	-1	5	-3	1	8	i	-3
CC1CC(C)CN(C(=O)c2cc3c(s2)CCC3)C1 (configuration not stated)	-4	0.5	-13	3	2	-2	2	i	2
Nc1nc(SCC(=O)Nc2cc(C(F)(F)F)ccc2N2CCOCC2)n[nH]1	-1	1.5	-3	3	-7	-1	1	i	6
CSCC[C@H](NC(=O)Nc1ccccc1C)C(=O)O	1	-0.5	-6	7	-2	-3	1	i	-1
CS(=O)(=O)c1ccc(NS(=O)(=O)c2ccc(Cl)c(C(=O)NC3=NCCS3)c2)cc1	3	0.0	-9	11	-14	6	-6	i	0
Cc1nc2nc3c(c(=O)n2[nH]1)CCC3	1	0.1	3	10	-8	4	-4	i	-2
CCN(CC)C(=O)C1CCCN(Cc2cccc(F)c2)C1 (configuration not stated)	4	-1.3	2	2	-8	2	-2	i	5
COC(=O)[C@@]12CCCCN1[C@H](c1ccc(-c3ccccc3)cc1)[C@H]1C(=O)N(C)C(=O)[C@H]12	-2	0.2	-1	-9	34	-3	4	i	-2
COc1ccc(CN2CCCC(C(=O)N3CCCCC3)C2)cc1OC (configuration not stated)	3	0.0	-5	-6	-3	2	-4	i	0
Cc1cccc(NC(=O)Nc2ccc3c(c2)OCO3)n1	-1	1.7	-1	7	-1	2	-2	i	-1
CCCCC(=O)OCC(=O)N1N=C(c2c[nH]c3ccccc23)C(O)C1c1ccc(OC)cc1 (configuration not stated)	-1	0.6	-1	-17	16	1	-9	i	2
NC(N)=N/N=C/c1cccc(Cl)c1Cl	-3	1.1	-2	-22	-8	-1	-4	i	3
CC(C)NC(=O)CC(=O)N/N=C\c1ccccc1C(=O)O	0	1.2	0	6	-8	-15	-11	i	-3
C/C(=N/NC(=O)c1ccc2c(c1)OCO2)c1cccc(NC(=O)C(C)(C)C)c1	-1	1.5	-3	13	-4	-6	-3	i	6
O=C(NS(=O)(=O)c1ccc2c(c1)OCCO2)c1ccccc1	-3	1.7	2	14	-4	2	5	i	-2
Cn1nc(C(F)(F)F)c(-c2ccccc2)c1NC(=O)CCC(=O)O	2	-0.3	-4	-2	0	-2	-2	i	-1
COc1ccccc1OCCCC(=O)NC(C)c1ccccc1 (configuration not stated)	0	0.7	-2	-8	-4	-2	8	i	2
CCC(C(=O)O/N=C(\N)c1ccc(Cl)cc1)c1ccccc1 (configuration not stated)	3	-0.8	-9	-1	4	-3	-2	i	-2
CCOc1ccc(C2=NNC(c3cccnc3)=Nc3ccc(OC)cc32)cc1	1	1.2	-11	-1	-4	7	-8	i	6
CC(C)c1cc(Cn2c3ccccc3c(=O)n2C(C)CBr)on1 (configuration not stated)	2	1.0	0	-32	-10	-3	-9	i	1
Cn1c(=O)n(CCCOc2ccc(Br)cc2)c2ccccc21	3	-0.4	0	-9	33	1	-7	i	-3
O=C(Cn1cc([N+](=O)[O-])cn1)NC1CCCCCC1	3	-0.7	-2	4	11	0	-5	i	0
CCCN1Cc2cccc(C(=O)NCc3ccc4c(c3)OCO4)c2C1=O	0	0.2	-1	7	2	1	1	i	-2
COc1ccc(NS(=O)(=O)c2ccc(N3CCCC3=O)cc2)cn1	0	0.6	-2	3	-4	-13	5	i	-9
Cc1ccc(-c2csc3nc[nH]c(=O)c23)cc1	0	0.2	-3	-4	-4	-3	-7	i	9
CCOC(=O)c1[nH]c(C)c(C(=O)NCc2cccnc2)c1C	-1	-0.7	1	-18	2	-6	-2	i	0

Assay outcomes (PubChem BioAssay)
